# zVAD death inh = blocks zVAD induced death of L929 cells; L929 zVAD necroptosis rescue, ATP luminescence, 24 h; with zVAD 60 µM; actives 0.38% (n = 220,000); viability rescue, % at 10 µM;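 active means activation, scaled between plate controls, above about 75%, limit read from the data; inactive means activation under that limit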;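 further: 0% = zVAD with DMSO and 100% = DMSO alone without zVAD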
# eIF4E 4G PPI = blocks eIF4E binding to eIF4G | TR-FRET eIF4E-eIF4GI(517-606) binding, 2 h | inhibition, % at 21.7 µM | actives 0.37% (n = 220,000) | AID 782;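 active means inhibition above about 30%, limit read from the data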;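 further: 0% = full FRET control wells and 100% = background wells lacking eIF4GI fragment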
# 14-3-3 Bad PPI = disrupts binding of bovine 14-3-3 zeta to phospho-Bad peptide; P63103; TR-FRET 14-3-3zeta/Dy647-pBad peptide displacement, 1 h; inhibition, % at 21.7 µM; actives 0.71% (n = 220,000); AID 781;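 active means inhibition above about 70%, limit read from the data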;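 further: 0% = full 14-3-3 plus peptide FRET controls and 100% = background without 14-3-3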
# Target sequence (P63103 whole entry, looked up): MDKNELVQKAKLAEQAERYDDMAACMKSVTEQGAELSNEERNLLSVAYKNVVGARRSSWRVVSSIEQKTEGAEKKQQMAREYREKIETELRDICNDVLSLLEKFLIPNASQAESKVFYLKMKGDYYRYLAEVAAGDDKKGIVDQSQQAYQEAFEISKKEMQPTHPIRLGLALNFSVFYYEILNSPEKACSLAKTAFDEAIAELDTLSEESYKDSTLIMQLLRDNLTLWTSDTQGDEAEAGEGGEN
# Calpain2 inh = blocks pig calpain II enzyme activity; purified calpain II, fluorogenic peptide substrate, 30 min; inhibition, % at 16 µM; actives 0.37% (n = 220,000);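 active means inhibition above about 50%, limit read from the data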
# TbHK1 inh = T. brucei hexokinase 1 inhibition; actives 0.11% (n = 220,000); recombinant TbHK1, G6PDH-coupled NADH A340; inhibition, % at 10 µM;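 active means inhibition of 50% or more in the single-dose primary screen; inactive means inhibition below 50%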
# PGE2 EP2 inh = blocks the human prostaglandin E2 receptor EP2; P43116; C6 glioma cells expressing human EP2, cAMP TR-FRET; cells stimulated with saturating PGE2; inhibition, % at 25 µM; actives 0.52% (n = 260,000); AID 1422;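 active means percent inhibition above 40 after rounding to a whole number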;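 further: rat C6 glioma host cells with rolipram phosphodiesterase inhibitor present; the protocol text gives 20 µM as final concentration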
# Hck Nef HTS = blocks Nef-activated human Hck kinase; P08631; Recombinant Hck-YEEI plus Nef, Z-Lyte FRET kinase assay; inhibition, % at 20 µM; actives 0.68% (n = 220,000); AID 463187;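 active means Hck-Nef kinase inhibition above about 50%, limit read from the data; inactive means inhibition below that limit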;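 further: 0% = DMSO with Hck plus Nef and 100% = Hck alone without Nef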
# Target sequence (P08631 whole entry, looked up): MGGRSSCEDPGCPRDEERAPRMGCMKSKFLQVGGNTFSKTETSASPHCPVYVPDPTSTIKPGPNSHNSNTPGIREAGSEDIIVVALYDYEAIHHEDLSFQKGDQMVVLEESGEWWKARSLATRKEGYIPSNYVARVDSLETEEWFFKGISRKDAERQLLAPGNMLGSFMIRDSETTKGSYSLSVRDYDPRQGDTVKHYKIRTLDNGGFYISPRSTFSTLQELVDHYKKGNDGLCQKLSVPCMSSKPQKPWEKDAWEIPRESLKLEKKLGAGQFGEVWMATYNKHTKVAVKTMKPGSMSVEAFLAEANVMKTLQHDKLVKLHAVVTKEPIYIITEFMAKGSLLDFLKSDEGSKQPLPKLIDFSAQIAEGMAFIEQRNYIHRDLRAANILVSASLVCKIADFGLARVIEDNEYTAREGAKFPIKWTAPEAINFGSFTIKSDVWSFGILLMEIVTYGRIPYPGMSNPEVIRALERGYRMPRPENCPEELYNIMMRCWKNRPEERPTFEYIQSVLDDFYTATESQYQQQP
# Rad51 HR inh = blocks human Rad51 in homologous recombination. AID 1385. actives 0.085% (n = 200,000). hRad51 DNA strand exchange, fluorescence dequenching. inhibition, % at 10 µM. Q06609;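 active means inhibition above 40% at the single screening dose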;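 further: 0% = DMSO control wells and 100% = blanks with heterologous ssDNA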
# Target sequence (Q06609 whole entry, looked up): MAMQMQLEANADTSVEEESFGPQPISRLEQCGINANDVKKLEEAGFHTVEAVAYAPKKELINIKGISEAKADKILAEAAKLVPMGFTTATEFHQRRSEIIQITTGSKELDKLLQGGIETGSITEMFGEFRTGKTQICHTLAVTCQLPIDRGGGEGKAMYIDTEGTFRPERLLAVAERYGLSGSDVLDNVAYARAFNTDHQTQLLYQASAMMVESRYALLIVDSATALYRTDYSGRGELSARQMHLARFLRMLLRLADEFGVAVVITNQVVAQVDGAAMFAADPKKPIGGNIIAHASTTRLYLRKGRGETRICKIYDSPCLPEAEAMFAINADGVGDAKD
#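 Material: Human Rad51 nucleoprotein filaments preassembled on unlabelled ssDNA | Also added: Labelled 47-mer dsDNA for strand exchange | Dosing: Single dose, 10 µM final compound | Schedule: 30-min compound preincubation and 15-min exchange, both room temperature | Technique: Fluorescence dequenching at 485/520 nm | Measure: Percent inhibition relative to plate controls and blanks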
# EP2 modulator = EP2 receptor (human) modulation; EP2-expressing cells, cAMP HTRF FRET, PGE2 co-stimulation; P43116; actives 0.83% (n = 260,000); induction, % at 25 µM;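 active means compounds whose cAMP rise, as percent of the full-agonist control response, exceeds 60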;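 further: rat C6 glioma line stably carrying human EP2 under a CMV promoter; the protocol text gives 20 µM as final concentration; 100% = response of wells given 1 µM PGE2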
# An asterisk follows results filed as active; nt = not tested or not shown; & = joins results of further samples; [ ] = remark or other dose.
SMILES,zVAD death inh,eIF4E 4G PPI,14-3-3 Bad PPI,Calpain2 inh,TbHK1 inh,PGE2 EP2 inh,Hck Nef HTS,Rad51 HR inh,EP2 modulator
O=C(c1cc(COc2ccc(F)cc2Cl)on1)N1CCCC(OCc2cccnc2)C1 (stereo not given),-0.2,4,-2,-3,0,3,16,-20,-38
O=C(NCCCN1CCCC1=O)c1ccc(OC(F)(F)F)cc1,0.5,2,4,-3,-5,3,20,-3,1
COc1ccccc1C(=O)NCCn1cc(SCC(=O)NCc2ccco2)c2ccccc21,-0.5,2,4,-14,9,4,-7,-5,-2
CCCC12CN3CC(C)(CN(C1)C3c1ccc(OC)cc1)C2=O (stereo not given),-0.1,1,-1,-4,-12,11,0,-1,2
CCN(CC)c1ccc(N=Cc2ccccc2[N+](=O)[O-])cc1,-0.2,5,0,-4,5,11,9,nt,4
CSCCC(NC(=O)OC(C)(C)C)C(=O)NC(CC(C)C)C(N)=O (stereo not given),0.5,-4,7,-8,7,9,0,-4,6
CCC(C)(C#CCN1CCCCC1)OC(C)=O (stereo not given),-0.3,8,-8,-20,-5,8,23,-42,-18
Cn1c(N)c(C(=O)Nc2ccc3ccccc3c2)sc1=S,0.1,3,44,5,6,nt,1,nt,13
Cc1ccc(S(=O)(=O)NCCCCCC(=O)Nc2nccs2)cc1,1.2,2,-1,24,-2,9,1,-3,13
Cc1c(C(=O)NCc2ccccc2)cnn1-c1ccccc1,-0.6,1,9,-25,-3,1,3,3,-33
Oc1ccc(Br)cc1-c1nc2cnccn2c1NC1CCCCC1,1.1,2,-1,-82,-15,13,-1,1,-1
NNC(=O)c1cccnc1Oc1ccccc1,0.3,3,3,9,-7,10,11,15,12
CN1CC(=O)N(CC(=O)NCCc2ccc(F)cc2)c2ccccc2C1=O,-0.1,4,0,-29,-8,15,1,4,11
COc1cccc(-c2nc3n(n2)C(c2ccc4c(c2)OCO4)C(C(N)=O)=C(C)N3)c1 (stereo not given),11,-1,-1,5,-5,3,0,-7,6
Cc1ccccc1-n1c(SCc2c(C)noc2C)nnc1-c1c[nH]c2ccccc12,-0.1,-4,-1,-15,5,19,0,-1,23
COC1=C(Nc2ccccc2OC)C(=O)c2ccccc2C1=O,0.7,-2,-5,5,-5,4,16,nt,11
COc1cccc(C(=O)Nc2ccc(S(=O)(=O)Nc3onc(C)c3C)cc2)c1,0.2,-4,-3,4,-10,7,1,-3,-7
CCOC(=O)c1sc(NC(=O)CSc2nnc(C(C)C)n2C)nc1C,0.5,1,1,-10,-20,6,-5,-1,4
Cc1ccc(/C=N/N2CCN(c3ccc(Cl)cc3)CC2)o1,0.2,-3,-7[fluorescence artefact?],8,-7,3,1,-13,12
O=C(c1ccc(Cl)cc1)C1CCN(C(=O)C2CC2)CC1,0.4,-6,24,1,-10,9,1,-6,-9
COCc1ccc(C(=O)N2CCc3c([nH]c4ccccc34)C2c2ccccn2)s1 (stereo not given),1.9,-5,-19,26,-6,5,24,3,-57
Cc1cccc(C)c1N1CCN(C(=O)Nc2ccc3c(c2)OCCO3)CC1,-0.3,-3,-22,30,1,14,0,0,-1
Cc1cccc(NCCC(=O)c2ccc(Br)cc2)c1,-0.2,-8,-2,10,-3,7,-1,-4,-12
CC1=CC(C)(C)N2C(=O)C3(C(C#N)=C(N)OC4=C3C(=O)CC(C)(C)C4)c3cccc1c32 (stereo not given),1.3,4[fluorescence artefact?],-7,-25,-5,6,-1,-3,23
CN(CC(=O)N1CCCC1)S(=O)(=O)c1ccc2ccccc2c1,-0.6,0,-4,-14,1,5,13,0,-14

# Individual results from above.
# COc1cccc(-c2nc3n(n2)C(c2ccc4c(c2)OCO4)C(C(N)=O)=C(C)N3)c1 (stereo not given) in EP2 modulator is entered as 6
# Cn1c(N)c(C(=O)Nc2ccc3ccccc3c2)sc1=S in 14-3-3 Bad PPI is entered as 44
# CCN(CC)c1ccc(N=Cc2ccccc2[N+](=O)[O-])cc1 in Hck Nef HTS is entered as 9
# CCC(C)(C#CCN1CCCCC1)OC(C)=O (stereo not given) in Calpain2 inh is entered as -20
# O=C(c1ccc(Cl)cc1)C1CCN(C(=O)C2CC2)CC1 in Hck Nef HTS is entered as 1
# COc1ccccc1C(=O)NCCn1cc(SCC(=O)NCc2ccco2)c2ccccc21 in PGE2 EP2 inh is entered as 4
# COc1cccc(C(=O)Nc2ccc(S(=O)(=O)Nc3onc(C)c3C)cc2)c1 in EP2 modulator is entered as -7

# (next part)
SMILES,zVAD death inh,eIF4E 4G PPI,14-3-3 Bad PPI,Calpain2 inh,TbHK1 inh,PGE2 EP2 inh,Hck Nef HTS,Rad51 HR inh,EP2 modulator
CC1(C)CC(=O)C2=C(C1)Nc1ccccc1NC2c1ccc2c(c1)OCO2 (stereo not given),-0.2,2,9,-1,-16,4,3,-3,22
CC(OC(=O)C1CSC2(c3ccc(F)cc3)CCC(=O)N12)C(=O)NC(N)=O (stereo not given),1.2,-1,-11,-18,-4,9,24,7,2
CC(=O)c1cccc(NC(=O)CSCc2ccc(Br)cc2)c1,-0.1,18[fluorescence artefact?],9,3,4,2,1,-42,-68
Cc1ccc(N(CC(=O)Nc2ccc3c(c2)OCCO3)S(=O)(=O)c2c(C)n[nH]c2C)cc1,-0.4,10,5,5,1,14,-1,10,-7
CCc1c(C(=O)N/N=C/c2cn[nH]c2-c2ccc(F)cc2)csc1C,1.2,0,-1,-31,4,14,2,2,-70
Nn1c(SCc2cc([N+](=O)[O-])cc3c2OCOC3)nnc1-c1cccnc1,5.0,-2,-11,-30,-9,4,22,6,10
O=C(NCCN1CCOCC1)c1cc(Sc2ccccc2Cl)nc2ccccc12,5.4,2,-10,-5,-10,18,0,3,-5
Cc1ccc(-c2csc(NC(=O)CCCc3cccs3)n2)cc1,0.1,1,-8[fluorescence artefact?],10,9,9,1,-1,2
CN(C)S(=O)(=O)N1CCC(Oc2ccc(C(=O)NC3CCCCC3)cc2)CC1,40,-3,-13,-13,-2,7,11,0,-11
Cc1nc2ncnn2c(C)c1Cc1ccc(Cl)cc1F,nt,-2,2[fluorescence artefact?],-17,-2,3,-2,nt,25
CC1=C(C(=O)Nc2ccccc2F)C(c2ccsc2)C2=C(CC(c3ccccc3)CC2=O)N1 (stereo not given),-0.2,-6,7,-156,-8,14,43,-7,8
CC(/C=C/c1ccccc1)=N/NC(=O)c1nc2nc(C)cc(C)n2n1,9.2,-3,-4,-9,-41,5,12,2,-37
COc1cccc(CN2CCN(C(=O)c3cc(-c4cccnc4)nc4ccc(C)cc34)CC2)c1,1.1,0,-13,12,-8,16,0,1,-20
O=C(Nc1ccc(Cc2ccncc2)cc1)C1CC1,0.0,0[fluorescence artefact?],-13[fluorescence artefact?],-11,-6,9,-1,1,7
CCn1c(SCC(=O)Nc2sc3c(c2C(N)=O)CCC(C)C3)nnc1-c1ccco1 (stereo not given),0.1,2,11,-93,3,4,4,-4,-31
CCN(CC)CCCNC(=O)c1cc(-c2cccc(Cl)c2)on1,8.2,0[fluorescence artefact?],2,-31,0,6,-2,0,-28
COc1nonc1NC(=O)CSc1nc2ccccc2[nH]1,0.0,-1,10,-14,2,12,4,3,-1
Nc1c(N)c2ccccc2oc1=O,0.2,15,3,-7,-15,25,2,-10,-13
N#CCSc1nnc(SCC#N)s1,0.2,-1,9,-5,-7,2,25,3,21
CCN1C(=O)N[C@@H](c2ccc(Br)cc2)C(C(=O)OC)=C1C,-1.6,-7,0,7,-1,19,-8,1,7
CCSc1nnc(NC(=O)CCc2ccc(OC)cc2)s1,1.6,19,-7,-5,1,5,2,9,30
NC(=O)N1CCC2(CC1)NC(=O)N(c1ccccc1)N2,0.8,-2,-18,-35,1,11,17,-4,22
CCCOc1ccc(/C=N/NC(=O)CN(c2ccc(OCC)cc2)S(C)(=O)=O)cc1,0.4,1,-2,31,-1,8,9,8,53
CCN(CC)C(=O)C(=O)c1cccn1-c1cccc(-n2cccc2C(=O)C(=O)N(CC)CC)c1C#N,-1.5,2,-7,9,-8,nt,0,nt,8
Nc1c(C(=O)Nc2ccccc2F)sc2nc(-c3cccnc3)ccc12,1.7,-18,14,-83,-32,12,-21,-11,-23

# 3 of these compounds in a different format:
Compound | zVAD death inh | eIF4E 4G PPI | 14-3-3 Bad PPI | Calpain2 inh | TbHK1 inh | PGE2 EP2 inh | Hck Nef HTS | Rad51 HR inh | EP2 modulator
CN(CC(=O)N1CCCC1)S(=O)(=O)c1ccc2ccccc2c1 | -0.6 | 0 | -4 | -14 | 1 | 5 | 13 | 0 | -14
CC1(C)CC(=O)C2=C(C1)Nc1ccccc1NC2c1ccc2c(c1)OCO2 (stereo not given) | -0.2 | 2 | 9 | -1 | -16 | 4 | 3 | -3 | 22
CC(OC(=O)C1CSC2(c3ccc(F)cc3)CCC(=O)N12)C(=O)NC(N)=O (stereo not given) | 1.2 | -1 | -11 | -18 | -4 | 9 | 24 | 7 | 2

# The listing continues:
SMILES,zVAD death inh,eIF4E 4G PPI,14-3-3 Bad PPI,Calpain2 inh,TbHK1 inh,PGE2 EP2 inh,Hck Nef HTS,Rad51 HR inh,EP2 modulator
COc1ccc(C(=O)NNC(=O)CSc2nnc(C)n2C)cc1,1.6,0,0,-1,0,10,38,-8,12
OCC1(Cc2ccccc2C(F)(F)F)CCN(Cc2ccc3c(c2)CCO3)CC1,0.7,-1,-3,16,6,4,24,-1,-29
Cc1ccn2cc(CCNC(=O)C3CCCCC3)nc2c1,1.1,-3[fluorescence artefact?],6[fluorescence artefact?],-25,0,11,1,1,6
Cc1ccc(C)c(C(=O)Nc2cc(C)nn2-c2nc(C)cc(C)n2)c1,1.7,-3,-4,-106,-2,8,2,-1,34
CC1CCCN(CC(O)COc2ccc3c(c2)OCO3)C1 (stereo not given),0.1,0,5,11,11,2,19,-7,2
CCCN(C(=O)c1cccs1)c1nnc(-c2ccncc2)s1,0.0,-5,-1,-10,-5,9,3,nt,-53&-61
Cc1ccnc(Nc2nc3ccccc3o2)n1,-1.5,-1,-6,133*,1,11,-8,4,7
COCCOC(=O)c1c(C)oc2ccc(OC(=O)c3ccco3)cc12,nt,1[fluorescence artefact?],-6,13,6,6,-20,nt,31
CCSc1nnc(NC(=O)NC2CCCCC2)s1,2.1,-3,0,35,0,8,34,6,-24
N=c1n(CC(=O)c2ccc([N+](=O)[O-])cc2)c2ccccc2n1Cc1ccccc1Cl,0.4,-2,1[fluorescence artefact?],4,-2,12,1,-13,-84
CN1CCN(C(=O)c2cnn(-c3ccccc3)c2NC(=O)c2ccccc2)CC1,-0.3,-3,-3,-23,-7,13,20,-1,6
O=C(CCCCN1CCCCC1)c1ccc2c(c1)Cc1ccccc1-2,4.3,0,-4,7,-1,0,27,-29,-83
CC1CC(C)(C)NC(=S)N1CCC(=O)N1CCN(c2ccccc2)CC1 (stereo not given),1.0,-3,-11,-3,0,11,24,2,14
CN(C)c1ccc(NC(=O)c2ccc([N+](=O)[O-])cc2Cl)cc1,2.4,15,-15,-3,-2,7,6,1,-15
COc1ccc(CC(=O)Nc2ccc(S(=O)(=O)Nc3nc(C)cc(C)n3)cc2)cc1,0.6,-1[fluorescence artefact?],-4,-39,-1,7,1,-1,16
Cc1ccc(C(OCCN(C)C)c2cccc(C(F)(F)F)c2)cc1 (stereo not given),0.5,14[fluorescence artefact?],-2,-11,9,7,2,6,-35
CCC(=O)OCc1c(C(F)(F)F)nn(C)c1Oc1cccc(C(F)(F)F)c1,0.9,4,0,16,-4,3,0,-3,62*
CC1=CC(C)C2C(=O)N(CCCN(C)C)C(=O)C2C1 (stereo not given),0.0,-2,-5,6,-8,14,0,14,-5
CC(=O)c1cc2c(cc1N(C(=O)Cn1nnc3ccccc31)C(C(=O)NCCC(C)C)c1cccnc1)OCO2 (stereo not given),0.3,0,-8,-15,-3,-1,15,7,19
COc1cccc(OCCNC(=O)Nc2cc(F)c(F)cc2Cl)c1,3.5,3,-1,-25,-2,24,-31,5,-56

# A portion of the library, so the mix of outcomes need not match the whole.
